# TLR9-MyD88 block: TLR9-MyD88 interaction inhibition | inhibition, % at 4.98 µM | Q9NR96+Q99836 | AID 504734 | CHO BLA complementation TLR9-MyD88, CCF4 FRET ratio | actives 0.21% (n = 340,000);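 active means inhibition above the mean over all tested compounds plus 3 SD, cut at about 21% in these data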;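 further: 0% = DMSO only wells and 100% = clavulanate BLA inhibitor control wells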
# Glyco luc inh: N-linked glycosylation inhibition. D54 ERlucT glycosylation luciferase reporter, 24 h; percent of 100 nM tunicamycin response. reporter increase, % at 12.5 µM. actives 0.23% (n = 360,000);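 active means mean luciferase reporter signal, scaled so untreated is 0 and the glycosylation-blocking control 100, at or above a set limit in every replicate; inconclusive means mean reaches the limit but not every replicate does; inactive means mean below the limit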;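 further: luciferase carries N-glycosylation sites so blocking glycosylation raises the light; 0% = median of neutral control wells and 100% = median of 100 nM tunicamycin wells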
# NOD2-RIPK2 inh: blocks binding of human NOD2 to RIPK2; O43353; CHO BLA complementation NOD2-RIPK2, CCF4 ratio; inhibition, % at 4.98 µM; actives 0.38% (n = 360,000); in the data active means inhibition above about 21%;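 further: 0% = vehicle only and 100% = reference blocker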
# aDG glyco up: alpha-DG glycosylation activation. activation, % at 10 µM. Pro5-aDG cells, alpha-DG glycosylation AlphaScreen (IIH6); 0% Pro5, 100% B10-LARGE cell signal. actives 0.22% (n = 360,000);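 active means activation of at least 8% versus controls, or a plate z-score of at least 8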;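 further: Pro5 are CHO cells carrying HIG-tagged alpha-DG that lacks glycosylation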
# Exocytosis inh: blocks lytic granule exocytosis; AID 651702; inhibition, % at 10 µM; TALL-104 LAMP-1 surface exposure, flow cytometry; cells stimulated with thapsigargin and PMA; actives 0.66% (n = 360,000);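 active means inhibition above about 55%, limit read from the data; inconclusive means no clear call, values can overlap the other calls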
# ABCB6 inh MLPCN: inhibitors of human ABC transporter ABCB6 | fluorescence ratio to DMSO, % at 10 µM | K562-ABCB6 porphyrin accumulation, flow cytometry, 1 h; hits give low values | Q9NP58 | actives 0.19% (n = 360,000);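 active means fluorescence ratio to DMSO below 75%, the collection mean minus 3 SD; inconclusive means too few cells collected in the well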;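 further: signal is porphyrin accumulated inside mitochondria; 100% equals median channel fluorescence of DMSO control wells; lower ratio means ABCB6 inhibition with less porphyrin fluorescence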
# ABHD5 PLIN5 PPI: inhibitors of human ABHD5-perilipin-5 interaction. Q00G26+Q8WTS1. Split G. princeps luciferase complementation, luminescence, 4 h. inhibition, % at 4 µM. actives 0.78% (n = 360,000);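 active means inhibition above the mean inhibition across every tested compound plus 3 SD, cut at about 22% in these data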;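 further: 0% = DMSO only wells and the 100% control is not disclosed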
# Target sequence (Q00G26 whole entry, looked up): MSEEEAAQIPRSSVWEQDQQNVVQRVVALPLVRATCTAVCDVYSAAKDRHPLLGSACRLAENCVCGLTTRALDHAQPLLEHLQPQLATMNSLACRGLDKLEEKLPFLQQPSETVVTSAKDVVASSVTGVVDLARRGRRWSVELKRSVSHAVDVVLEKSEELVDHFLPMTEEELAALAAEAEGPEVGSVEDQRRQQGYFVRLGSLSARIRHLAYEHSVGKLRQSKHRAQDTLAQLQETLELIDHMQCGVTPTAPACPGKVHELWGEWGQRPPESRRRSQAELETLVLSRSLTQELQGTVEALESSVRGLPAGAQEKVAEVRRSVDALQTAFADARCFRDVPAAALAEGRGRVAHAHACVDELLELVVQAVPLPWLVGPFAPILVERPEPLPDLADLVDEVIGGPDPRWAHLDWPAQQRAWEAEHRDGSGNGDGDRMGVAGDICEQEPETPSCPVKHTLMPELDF
# Target sequence (Q8WTS1 whole entry, looked up): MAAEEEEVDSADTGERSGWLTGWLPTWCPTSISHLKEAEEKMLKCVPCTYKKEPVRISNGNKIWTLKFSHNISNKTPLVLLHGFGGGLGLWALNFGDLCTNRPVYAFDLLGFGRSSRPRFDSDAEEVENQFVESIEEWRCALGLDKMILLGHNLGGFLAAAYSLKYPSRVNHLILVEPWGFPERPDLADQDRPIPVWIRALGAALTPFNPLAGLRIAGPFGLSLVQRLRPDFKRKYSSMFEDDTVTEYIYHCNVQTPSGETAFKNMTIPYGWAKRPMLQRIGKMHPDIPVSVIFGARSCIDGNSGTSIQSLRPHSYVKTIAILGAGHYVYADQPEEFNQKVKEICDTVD
# MC4R antagonist: blocks human MC4R cAMP signaling. P32245. MC4R-expressing cells, MTII-stimulated cAMP, LANCE TR-FRET. inhibition, % at 6.5 µM. actives 0.48% (n = 360,000). AID 540295;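 active means inhibition above its plate's cutoff, the mean of tested wells on that plate plus 3 SD, cut at about 29% in these data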;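 further: 0% = Melanotan II alone and 100% = Melanotan II plus saturating MCL0020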
#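 System: U2OS-MC4R stable cell line; Technique: Eu-cAMP/anti-cAMP TR-FRET, emission 671 nm; Repeats: single well per compound; Also added: Melanotan II; Dosing: one concentration, 6.5 µM nominal; Schedule: 30-min compound, 1-h challenge, 1-h detection, room temperature.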
# MC4R ag barr: activates human MC4R beta-arrestin recruitment. U2OS MC4R beta-arrestin complementation, luminescence; percent of melanotan II response, DMSO zero. actives 0.98% (n = 360,000). P32245. activation, % at 8.9 µM;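 active means activation above a per-plate cutoff, the mean activation of sample wells on that plate plus 3 SD, cut at about 8% in these data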
# Vif imaging: inhibitors of HIV Vif; inhibition, % at 7.49 µM; HEK293T cells, Vif self-association by quenched fluorescence, imaging, 24 h; actives 0.35% (n = 340,000); AID 602346; in the data active means inhibition above about 50%, passing the limit was not always enough; inconclusive means no clear call, values can overlap the other calls; inactive means below about 31%; further: some results filed as inactive read as strong as hits
# Numbers without * were called inactive; ? = inconclusive; . = not tested or not shown. Not all compounds are listed; rates above refer to the full screens.
SMILES,TLR9-MyD88 block,Glyco luc inh,NOD2-RIPK2 inh,aDG glyco up,Exocytosis inh,ABCB6 inh MLPCN,ABHD5 PLIN5 PPI,MC4R antagonist,MC4R ag barr,Vif imaging
Cc1cc(N2C(=O)C3CC=CC(C)C3C2=O)no1 (stereo unspecified),-1.0,1.4,-5.5,-0.1,-0.9,82.0,1.8,-6.5,-2.5,-1.4
O=C1c2ccccc2-c2nc3ccccc3cc21,11.9,-2.5,-2.4,0.1,-5.1,90.0,1.1,-13.1,1.3,-4.8
CC(=O)c1cccc(NC(=O)c2ccccc2OCc2ccc(F)cc2)c1,-4.1,-2.0,-9.3,0.4,-7.3,97.0,-7.3,-10.3,13.7*,-15.4
COc1ccccc1NC(=S)NC(C)=O,14.3,1.2,1.9,-0.3,-0.8,93.0,-1.3,-0.9,-1.4,-1.3
Cc1ccc(CN2CCC(Oc3ccc(C(=O)NCc4ccccn4)cc3)CC2)o1,-1.8,-3.7,2.8,0.0,1.0,95.0,-0.1,9.3,-3.8,-7.6
Cc1cc(OC(C)C(=O)NC2CC(C)(C)NC(C)(C)C2)c2c(C)c(C)c(=O)oc2c1 (stereo unspecified),-7.3,6.9,-2.7,-0.4,2.5,97.0,8.1,1.3,-0.8,7.4
CN(Cc1ccc(F)cc1)C(=O)CN1C(=O)c2ccccc2S1(=O)=O,-8.1,-2.4,-0.3,0.1,8.3,94.0,-5.2,11.5,-1.2,-1.2
COC(=O)c1oc2ccc(Br)cc2c1-n1cccc1,-0.7,-0.2,2.4,0.1,-4.1,96.0,-1.1,2.6,1.4,3.7
Cc1cccc(OCC(=O)Nc2cc(NC(=O)COc3cccc(C)c3)cc(C(=O)O)c2)c1,8.8,0.9,8.6,0.0,-2.0,103.0,-5.4,-2.1,-0.6,-0.2
CN1C(=O)c2ccc(N(C)C)cc2C1=O,-2.8,-1.9,-15.1,0.1,0.9,100.0,8.3,-8.8,3.0,-2.2
CC(C)CN(C(=O)COC(=O)c1ccccc1NCc1ccco1)c1c(N)n(Cc2ccccc2)c(=O)[nH]c1=O,-3.8,-1.5,-10.7,0.2,-1.3,100.0,2.7,13.3,-1.4,7.2
CCOc1ccc(NC(=O)Nc2ccc(N(C)C(C)=O)cc2)cc1,-4.5,4.8,-15.2,-0.1,1.0,93.0,2.5,-0.1,-1.9,13.6
CC1CN(C(=O)c2cc([N+](=O)[O-])cc([N+](=O)[O-])c2)CC(C)O1 (stereo unspecified),1.6,-0.9,0.3,0.4,-4.9,100.0,-3.9,2.5,1.8,1.0
O=C(NCc1ccc2c(c1)OCO2)c1ccc(CN2CCc3ccccc3C2)cc1,1.0,-1.8,-9.4,0.1,-1.7,102.0,-3.5,9.5,-1.4,.
O=c1[nH]nc(CNc2cccc(C(F)(F)F)c2)c2ccccc12,-5.6,-5.2,-4.3,4.6,6.8,117.0,-4.5,7.6,3.0,-2.2
O=C(CCN1C(=O)S/C(=C\c2ccccc2)C1=O)NC1CCS(=O)(=O)C1 (stereo unspecified),12.8,1.7,1.8,0.0,-1.7,101.0,-2.9,4.2,-4.0,-4.7
COc1ccc(CNC(=O)Cn2nc(C(F)(F)F)cc2C)cc1,-8.3,-1.0,-6.4,0.4,1.5,102.0,-2.0,22.6,-0.6,-0.9
CCCCC(=O)N1CCN(c2nc3ccc(Br)cc3s2)CC1,-7.9,-1.0,-0.3,0.3,6.7,131.0,1.7,9.5,-1.1,-15.9
Cc1cc2ccccn2c1C(=O)c1ccncc1,-1.4,0.4,7.5,-0.2,7.6,96.0,-0.1,6.1,-1.4,-3.6
COc1c(O)cnn(-c2ccccc2)c1=O,-2.7,0.7,2.3,0.2,7.9,100.0,11.5,-1.1,1.1,2.8
O=C(NCc1ccc(Cl)cc1)c1ccc(Br)o1,-3.9,1.6,-8.6,-0.2,-1.4,89.0,3.2,4.5,-0.9,-3.9
Cc1cc(S(=O)(=O)NC2CCCCC2)ccc1OCC(=O)NCC1CCCO1 (stereo unspecified),7.0,1.1,-4.0,0.1,-3.1,73.0*,-6.3,7.7,0.9,0.0
Cc1ccn2c(=O)c(C(=O)NCCCN3CCCCC3C)c(O)nc2c1 (stereo unspecified),4.1,-0.8,-0.4,-0.1,-0.5,100.0,0.6,-1.2,-2.7,6.6
Cc1cc(C)c2ccc3c(C)c(C)n(C)c3c2n1,4.4,0.5,-2.8,1.1,-13.4,105.0,-3.1,0.5,-0.3,-4.2
CC(NC(=O)C1CCC(CNc2c(N3CCOCC3)c(=O)c2=O)CC1)c1ccccc1 (stereo unspecified),2.0,2.1,-3.4,-0.1,-2.8,103.0,7.1,8.3,-0.7,3.6
CCN=C1SC(C(=O)Nc2ccc(OC)cc2)CC(=O)N1CC (stereo unspecified),-6.9,2.8,-4.5,0.3,-0.9,97.0,4.3,-1.4,2.1,-9.3
COc1ccc(NC(=O)c2ccccc2-c2ccc(C(F)(F)F)cc2)cc1S(=O)(=O)N1CCOCC1,-7.7,-0.3,-5.0,-0.5,2.4,92.0,8.1,1.0,-1.5,23.1
COC(=O)c1cc(S(=O)(=O)NCCc2ccc(C)cc2)c[nH]1,-6.1,-1.1,-3.5,0.1,-1.4,103.0,-3.2,-5.9,0.7,.
O=C(c1ccccc1Oc1ccccc1)N1CCN(c2ccc(F)cc2)CC1,-3.8,1.2,-3.6,0.7,-0.6,90.0,5.4,13.4,-0.9,-17.2
OCc1cccc[n+]1CCc1ccccc1,.,1.0,-10.1,-0.1,-6.7,99.0,1.5,23.2,-0.3,4.1
N#CCCn1cnc2ccccc21,1.6,-1.7,-3.7,-0.2,-0.1,105.0,2.2,15.7,-0.4,-9.0
C[C@H](CO)N1C[C@H](C)[C@H](CN(C)S(=O)(=O)c2ccc(Cl)cc2)OCc2ccccc2-c2c(n(C)c3ccccc23)C1=O,4.3,-4.0,12.3,0.3,1.2,99.0,9.7,15.5,-0.6,-4.2
COc1ccc(CC(=O)Nc2nc3ccc(F)cc3s2)cc1S(=O)(=O)N1CCOCC1,2.2,0.8,1.0,0.0,0.1,107.0,-3.6,11.2,-0.8,1.3
N#Cc1ccccc1OCC(=O)OCC(=O)NC1CCCC1,-7.9,3.1,1.9,-0.2,1.2,93.0,14.2,2.5,-1.6,18.1
COC(=O)[C@@]12C[C@@H](CC(=O)NCC3CCCCC3)C(=O)N(CCc3ccc(OC)c(OC)c3)C1=CCC(C)(C)C2,.,.,15.7,0.1,-0.5,.,-2.4,.,.,.
O=S(=O)(c1ccc(N2CCCC2)nc1)N1CCCC1,0.5,0.0,-1.8,0.5,-0.5,100.0,-2.0,15.2,-0.6,5.4
CCOC(=O)c1ccc2c(c1)NC(=O)C(N1CCN(c3ccc(OC)cc3)CC1)S2 (stereo unspecified),3.4,2.8,-11.1,-0.2,-2.7,98.0,1.4,-5.6,1.5,-5.4
CCC(CC)Nc1ccc(C(CC(N)=O)NC(=O)Cc2ccc(Br)cc2)cc1[N+](=O)[O-] (stereo unspecified),5.7,49.8*,4.3,-0.3,-0.8,107.0,3.8,5.6,2.1,.
Cc1cc(OC(C)C(=O)NCCc2c[nH]c3ccccc23)c2c(C)cc(=O)oc2c1 (stereo unspecified),-13.0,0.9,1.1,0.5,16.0,98.0,-1.7,2.3,-2.1,0.0
O=C(Cc1cccc(C(F)(F)F)c1)NCc1ccc(Cl)cc1,-3.5,0.8,-2.2,0.3,7.2,94.0,0.1,7.8,-0.2,-15.4

# Compound profiles (already shown):
# Shown for C[C@H](CO)N1C[C@H](C)[C@H](CN(C)S(=O)(=O)c2ccc(Cl)cc2)OCc2ccccc2-c2c(n(C)c3ccccc23)C1=O → TLR9-MyD88 block = 4.3; Glyco luc inh = -4.0; NOD2-RIPK2 inh = 12.3; aDG glyco up = 0.3; Exocytosis inh = 1.2; ABCB6 inh MLPCN = 99.0; ABHD5 PLIN5 PPI = 9.7; MC4R antagonist = 15.5; MC4R ag barr = -0.6; Vif imaging = -4.2
# Shown for COc1ccc(CC(=O)Nc2nc3ccc(F)cc3s2)cc1S(=O)(=O)N1CCOCC1 → TLR9-MyD88 block = 2.2; Glyco luc inh = 0.8; NOD2-RIPK2 inh = 1.0; aDG glyco up = 0.0; Exocytosis inh = 0.1; ABCB6 inh MLPCN = 107.0; ABHD5 PLIN5 PPI = -3.6; MC4R antagonist = 11.2; MC4R ag barr = -0.8; Vif imaging = 1.3

# Another view of some results above:
COC(=O)[C@@]12C[C@@H](CC(=O)NCC3CCCCC3)C(=O)N(CCc3ccc(OC)c(OC)c3)C1=CCC(C)(C)C2
  TLR9-MyD88 block = .	Glyco luc inh = .	NOD2-RIPK2 inh = 15.7	aDG glyco up = 0.1	Exocytosis inh = -0.5	ABCB6 inh MLPCN = .	ABHD5 PLIN5 PPI = -2.4	MC4R antagonist = .	MC4R ag barr = .	Vif imaging = .

O=S(=O)(c1ccc(N2CCCC2)nc1)N1CCCC1
  TLR9-MyD88 block = 0.5	Glyco luc inh = 0.0	NOD2-RIPK2 inh = -1.8	aDG glyco up = 0.5	Exocytosis inh = -0.5	ABCB6 inh MLPCN = 100.0	ABHD5 PLIN5 PPI = -2.0	MC4R antagonist = 15.2	MC4R ag barr = -0.6	Vif imaging = 5.4

# Next records follow:
SMILES,TLR9-MyD88 block,Glyco luc inh,NOD2-RIPK2 inh,aDG glyco up,Exocytosis inh,ABCB6 inh MLPCN,ABHD5 PLIN5 PPI,MC4R antagonist,MC4R ag barr,Vif imaging
CCc1ccc(S(=O)(=O)N/N=C\c2ccc([N+](=O)[O-])o2)cc1,1.3,5.3,-5.8,-0.2,2.3,103.0,-0.7,-5.0,-2.2,0.8
COc1cc2c(cc1OC)CN(C(=O)c1cc(S(=O)(=O)N3CCOCC3)ccc1C)CC2,-3.8,1.2,-6.1,0.2,-0.7,101.0,11.2,11.5,1.2,8.3
O=C(CN(Cc1cccs1)C(=O)CNS(=O)(=O)c1ccc(F)cc1)NCc1ccco1,-17.4,-1.1,-7.1,-0.2,?,98.0,7.1,-1.9,-1.8,1.0
C=CC[C@H](CC(=O)N(CCO)Cc1ccccc1)C(=O)N[C@@H](COC(=O)[C@H](CC=C)CC(=O)OC(C)(C)C)Cc1c[nH]c2ccccc12,-2.5,-1.4,-10.6,0.5,-0.2,94.0,-2.1,11.5,-1.6,-8.5
CC(C)[C@H](N[C@@H](C)c1ccccc1)c1c(O)ccc2ccccc12,-6.1,-10.7,-3.0,0.2,0.1,100.0,-7.1,-2.6,2.0,5.6
COc1ccc(-n2c(SCC(=O)NCCCN3CCCC3=O)nnc2C(C)N2CCCCC2)cc1 (stereo unspecified),-8.8,-0.1,-0.2,0.1,0.3,113.0,-3.0,-0.7,1.2,1.1
COCCNC(=O)CCn1nc(-c2ccc(Cl)cc2)c2ccccc2c1=O,9.4,0.8,-3.4,0.1,6.0,99.0,6.8,2.0,-2.6,.
CN(C)CCOC(C1CCCCC1)C1CCCCC1,4.4,-4.2,14.7,0.0,29.4,99.0,11.4,-3.6,2.9,-2.2
COc1ccc(NC(=O)Nc2cc(C)ccc2F)cc1OC,5.8,1.8,1.0,0.4,1.0,97.0,8.4,1.4,-0.2,1.8
Fc1ccccc1-c1n[nH]c(=S)n1CC1CCCO1 (stereo unspecified),0.9,0.9,-6.2,-0.2,-6.9,95.0,-2.9,3.1,-1.4,25.1
